D1 potentiator – enhances dopamine response at the human D1 receptor; AID 504651; potentiation, % at 10 µM; 360,000 compounds, 0.036% hits; P21728; HEK293 TREx D1 cells, calcium flux, dopamine EC20 potentiation; in the data active = potentiation above about 30%; note: 0% is about no effect
TRHR agonist – agonists of human TRH receptor; TRHR cells, calcium flux fluo-8, FDSS agonist mode; activation, % at 2 µM; 360,000 compounds, 0.18% hits; note: 0% is about no effect
Target sequence (P34981 whole entry, looked up): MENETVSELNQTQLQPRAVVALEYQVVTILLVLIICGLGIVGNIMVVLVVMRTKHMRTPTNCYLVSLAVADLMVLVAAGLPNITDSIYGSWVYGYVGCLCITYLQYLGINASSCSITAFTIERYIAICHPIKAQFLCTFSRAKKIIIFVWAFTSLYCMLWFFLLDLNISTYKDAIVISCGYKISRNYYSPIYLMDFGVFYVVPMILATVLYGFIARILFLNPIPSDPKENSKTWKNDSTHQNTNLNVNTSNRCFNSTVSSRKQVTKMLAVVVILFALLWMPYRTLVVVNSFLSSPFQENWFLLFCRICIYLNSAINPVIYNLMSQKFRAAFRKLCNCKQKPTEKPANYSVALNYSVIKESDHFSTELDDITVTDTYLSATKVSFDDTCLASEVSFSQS
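Agonist-mode FDSS calcium read (Ex 480/Em 530, 1 s cycles) in 1536-well TRHR cells with fluo-8 dye, after 10-cycle baseline and 23 nL compound addition; TRH at EC20 (10 nM final) added afterwards for the enhancer phase.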
RXFP1 antag – antagonists of human relaxin receptor RXFP1; Q9HBX9; HEK293-RXFP1, relaxin-stimulated cAMP HTRF, 30 min; stronger effect = lower value; 350,000 compounds, 0.59% hits; activity change, negative = inhibition, % at 57.5 µM;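 active = activity change of -60% or lower, but not beyond a set lower limit; inconclusive = change between -60% and -40%, or beyond the set limit; inactive = change above -40%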; note: % is set by controls: 0 for no effect and ±100 for the full control effect
D1 ag – human D1 receptor agonism. P21728. HEK293 T-REx D1 cells, calcium flux, agonist mode. activation, % at 2 µM. 360,000 compounds, 1% hits; note: 0% is about no effect
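Agonism was scored from calcium flux recorded over 180 s (1 read/s) after pintool compound addition, following a 10-cycle baseline. Cells were inducible force-coupled HEK293 TREx D1, plated overnight at 30 C and loaded with no-wash calcium dye.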
D2 potentiator – positive allosteric modulators of human D2 dopamine receptor. 340,000 compounds, 0.34% hits. P14416. HEK293 T-REx D2, calcium flux, EC20 dopamine potentiation. potentiation, % at 10 µM;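 active = potentiation over 3 SD above the plate norm, cut at about 30% in these data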; note: 0% is about no effect
Target sequence (P14416 whole entry, looked up): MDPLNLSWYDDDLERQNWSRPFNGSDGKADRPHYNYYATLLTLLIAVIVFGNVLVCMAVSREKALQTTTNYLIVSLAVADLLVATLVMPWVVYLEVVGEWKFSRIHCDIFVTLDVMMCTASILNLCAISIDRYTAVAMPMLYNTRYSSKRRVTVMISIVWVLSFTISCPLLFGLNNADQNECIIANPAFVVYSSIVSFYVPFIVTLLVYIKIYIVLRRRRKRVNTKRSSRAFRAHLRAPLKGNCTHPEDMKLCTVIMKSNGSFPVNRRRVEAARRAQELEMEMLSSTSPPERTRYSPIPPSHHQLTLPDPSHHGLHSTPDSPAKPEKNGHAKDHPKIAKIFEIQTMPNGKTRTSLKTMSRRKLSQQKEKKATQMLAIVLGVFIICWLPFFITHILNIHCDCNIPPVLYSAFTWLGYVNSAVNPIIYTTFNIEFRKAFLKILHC
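Primary screen. Calcium kinetics in induced HEK293 T-REx D2 cells: compound pre-addition 180 s, EC20 dopamine, 180 s more.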
D2 antag – antagonizes the human D2 dopamine receptor; HEK293 TREx D2 cells, calcium flux, dopamine EC80; inhibition, % at 10 µM; P14416; 340,000 compounds, 2% hits; AID 485344; in the data active = inhibition above about 30%; note: 0% is about no effect
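HEK293 T-REx D2 cells, tet-induced, calcium dye no-wash. Cpd pintool add, 180 s kinetic, then EC80 DA, 180 s kinetic. Ca flux read.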
TRHR enhancer – TRH receptor (human) allosteric enhancement | P34981 | TRHR cells, fluo-8 calcium fluorescence, EC20 TRH enhancement | enhancement, % at 2 µM | 360,000 compounds, 0.66% hits; in the data active = enhancement above about 30%; note: 0% is about no effect
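Enhancer read-out: after compound pinning and an initial kinetic agonist-mode read, an EC20 of TRH (10 nM final) was injected and fluo-8 calcium signal (Ex 480/Em 530) followed at 1 s/cycle for 100 cycles in TRHR-expressing cells.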
D2 agonist – agonists of human D2 dopamine receptor; activation, % at 2 µM; HEK293 T-REx D2 cells, calcium flux agonist mode; P14416; 340,000 compounds, 0.53% hits; AID 485358;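 active = activation over 3 SD above normal in the single-dose calcium agonist read, cut at about 30% in these data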; note: 0% is about no effect
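In this primary screen, compounds producing a positive calcium signal within 180 s of addition to tetracycline-induced, force-coupled HEK293 Trex D2 cells are flagged; cells are dye-loaded with a no-wash calcium kit beforehand.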
D1 antagonist – blocks dopamine activation of the human D1 receptor; P21728; 360,000 compounds, 3.2% hits; AID 504652; HEK293 TREx D1 cells, calcium flux, dopamine EC80; stronger effect = lower value; activity change, negative = inhibition, % at 10 µM; in the data active = activity change below about -30%; note: % is set by controls: 0 for no effect and ±100 for the full control effect
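HEK293 T-REx cells expressing inducible, force-coupled D1 receptor; no-wash Ca dye, 30–90 min RT. Cmpd → 180 s read at 1 Hz → EC80 DA → 180 s read.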
Starred values were filed as active, the others as inactive; ? = inconclusive; . = not tested or not shown; & = joins results of further samples. Cut-off read from the data, not from the text of the source, unless noted: active = activation above about 30%; inactive = the rest.

Values run as follows: D1 potentiator	TRHR enhancer	D2 agonist	TRHR agonist	D2 potentiator	RXFP1 antag	D2 antag	D1 ag	D1 antagonist
#1 CSc1nc2c([nH]c3ccccc32)c(=O)n1-c1ccc(F)cc1
    -4	2	0.5	2.2	4	.	.	2	-4
#2 CN1CCN(C(=O)c2ccc(S(=O)(=O)Nc3ccccc3)cc2)CC1
    1	-7	0.0	-0.1	-3	3	-3	4	-9
#3 Cc1ccc(/C=N/NC(=O)c2cc(-c3ccccc3)nc3ccccc23)o1
    -3	-3	-1.0	0.8	-5	-18	26	1	-22
#4 O=C(NCc1ccccn1)C1CCN(S(=O)(=O)c2cccs2)CC1
    -1	-4	0.0	0.1	-3	-2	-20	3	2
#5 O=C1CC(c2cccc(Cl)c2)C(n2cncn2)C(=O)C1C1NCCc2ccccc21 (stereo not drawn)
    2	2	0.3	0.0	4	14	-8	1	4
#6 CSc1nc(C)cc(Oc2ccccc2)n1
    -9	2	.	-0.5	.	3	.	3	4
#7 CN(C(=O)COC(=O)c1cccc(S(=O)(=O)N2CCCCCC2)c1)C1CCS(=O)(=O)C1 (stereo not drawn)
    -8	-1	.	-0.1	.	0	.	1	-6
#8 COc1ccccc1-c1cn[nH]c1-c1ccc(OCc2ccc([N+](=O)[O-])cc2)cc1O
    -7	4	1.3	0.3	-6	-17	-11	3	-24
#9 NC(=O)CCn1c(C(=O)c2cccc([N+](=O)[O-])c2)c2ccccc2[n+]1[O-]
    -6	-2	0.2	-0.7	6	.	-4	3	3
#10 CCC(C)(C(=O)Nc1c(C)cccc1C)N(C)C(=O)c1ccc2ccccc2n1 (stereo not drawn)
    -12	2	0.0	0.0	9	10	-4	2	6
#11 CCC(C(=O)N/N=C(\C)c1cccnc1)c1ccccc1 (stereo not drawn)
    4	0	-0.5	0.2	10	-8	0	2	8
#12 Cn1cc(CN2CCCC(CO)C2)c(-c2ccc(Oc3ccccc3)cc2)n1 (stereo not drawn)
    -5	-4	11	1.2	-2	-5	5	6	-3
#13 CCOC1(OCC)C(c2ccc(Cl)cc2)C(C#N)(C#N)C1(OCC)OCC (stereo not drawn)
    1	10	1.1	0.4	12	7	38*	2	-16
#14 Cc1cc(C)cc(NC(=O)CCc2nnc3n(CC(C)C)c(=O)c4ccccc4n23)c1
    -1	1	-0.4	-0.1	1	8	.	-1	-8
#15 N#C/C(=C\c1ccccc1)C(=O)N(c1ccccn1)C1CCCCC1
    5	10	0.4	1.0	5	?	-7	4	-5
#16 Cc1cc(NC(=S)Nc2cccc3ccccc23)n[nH]1
    -1	-7	0.5	-0.5	9	-4	-17	3	-24
#17 O=c1cc(-c2ccc(F)cc2)nc(SCc2nc(-c3cccc(Cl)c3)no2)[nH]1
    -2	-6	-0.1	-0.7	-10	-6	.	1	-2
#18 O=c1ccc(-c2ccccc2)nn1Cc1ccccc1F
    -3	-2	-0.5	-1.7	12	-24	7	9	-17
#19 CCN(CC)S(=O)(=O)c1ccc2c(c1)c(=O)c(C(=O)NCCCN(C)c1ccccc1)cn2C
    -3	-4	0.1	-1.4	2	-6	2	0	-5
#20 CC(C(=O)Nc1ccccc1Oc1ccccc1)c1ccccc1 (stereo not drawn)
    0	0	-0.4	-0.4	-17	-29	-2	2	1
#21 COc1cccc(COC(=O)C2CC(=O)N(Cc3ccco3)C2)c1OC (stereo not drawn)
    -5	0	-0.3	-0.8	2	-13	-17	5	-11
#22 CCCC(=O)Nc1cc(-c2nc3ncccc3o2)ccc1Cl
    -9	0	0.0	-0.4	12	12	-22	2	17
#23 CCc1ccc(S(=O)(=O)NCC(O)COc2ccc(OC)cc2)cc1 (stereo not drawn)
    -10	2	0.2	-0.9	-21	-18	-6	13	-26
#24 CC1=C(C(=O)Nc2ccc(Cl)cc2)C(CC(C)C)n2nc(SCc3ccccc3C)nc2N1 (stereo not drawn)
    -2	1	0.9	1.4	-2	.	.	2	-3
#25 Nc1ccc(N=Nc2ccccc2)c2ccccc12
    -4	6	1.2	-0.1	7	-6	-16	9	-15
#26 CCC1SC2=NC(C)=C(C(=O)OC)C(c3ccc(C(=O)OC)cc3)N2C1=O (stereo not drawn)
    -4	7	-0.3	0.0	-21	-1	2	1	-16
#27 COc1ccc(/C=C2/C(=O)ON=C2c2ccccc2)cc1OC
    -1	-3	-0.6	-0.7	3	-12	13	-2	-4
#28 CNC(=O)CSc1nnc(-c2cccc(S(=O)(=O)N3CCOCC3)c2)n1-c1ccc(F)cc1
    -7	-3	1.5	0.5	-2	-23	5	1	-19
#29 c1ccc(-c2c[nH]c3[n+]2CCCCC3)cc1
    6	-6	1.6	1.1	14	-9	-8	8	1
#30 COc1ccc(CNC(=O)COC(=O)CO/N=C(\C)c2ccc3c(c2)OCO3)cc1
    -6	8	1.1	-1.4	1	-13	0	-1	-33*

Exported with one line to a screen: part of the list above.
25. Nc1ccc(N=Nc2ccccc2)c2ccccc12
18. O=c1ccc(-c2ccccc2)nn1Cc1ccccc1F
24. CC1=C(C(=O)Nc2ccc(Cl)cc2)C(CC(C)C)n2nc(SCc3ccccc3C)nc2N1 (stereo not drawn)
compound no. | 25 | 18 | 24
D1 potentiator | -4 | -3 | -2
TRHR enhancer | 6 | -2 | 1
D2 agonist | 1.2 | -0.5 | 0.9
TRHR agonist | -0.1 | -1.7 | 1.4
D2 potentiator | 7 | 12 | -2
RXFP1 antag | -6 | -24 | .
D2 antag | -16 | 7 | .
D1 ag | 9 | 9 | 2
D1 antagonist | -15 | -17 | -3

Returning to the listing, starting two compounds before the break.
Values run as follows: D1 potentiator	TRHR enhancer	D2 agonist	TRHR agonist	D2 potentiator	RXFP1 antag	D2 antag	D1 ag	D1 antagonist
#29 c1ccc(-c2c[nH]c3[n+]2CCCCC3)cc1
    6	-6	1.6	1.1	14	-9	-8	8	1
#30 COc1ccc(CNC(=O)COC(=O)CO/N=C(\C)c2ccc3c(c2)OCO3)cc1
    -6	8	1.1	-1.4	1	-13	0	-1	-33*
#31 O=C(/C=C/c1ccco1)c1ccc(NC(=O)C23CC4CC(CC(C4)C2)C3)cc1
    -1	-2	-0.3	0.1	-8	-25	-8	2	9
#32 O=C(/C=C/c1ccccc1Cl)NCCCn1ccnc1
    -6	0	-0.1	-0.7	-4	6	5	0	2
#33 O=C1OCCN1c1c(-c2ccccc2)c(-c2cccs2)nc2c(-c3ccccc3)cccc12
    0	-4	-0.9	1.0	9	.	-4	14	6
#34 O=C(CSc1nc(=O)n(CCCN2CCOCC2)c2c1CCCC2)Nc1cccc([N+](=O)[O-])c1
    1	8	-1.0	-1.2	-40	-7	-1	5	0
#35 Cc1ccc(-c2nc(N)sc2CC(=O)OCC(=O)N2C(C)CCCC2C)cc1 (stereo not drawn)
    -4	-6	-1.3	-1.2	7	-11	-5	5	-5
#36 Cc1ccc(C)c(NS(=O)(=O)c2cc(C(=O)Nc3ccccc3-c3ccccc3)ccc2Cl)c1
    7	-4	1.0	1.4	-1	3	-12	5	7
#37 Cc1nc2c(cnn2-c2ccccc2Cl)c(=O)n1-c1ccc(C(C)C)cc1
    -3&-1	-2&8	0.1&-0.6	1.0&0.1	-5&17	7	-5	5&8	3&-8
#38 Cc1cc(NC(=O)c2ccccc2C)no1
    4	4	-0.2	-1.5	9	-7	-6	2	-14
#39 C=CCn1c(Cc2cccs2)nnc1SCC(=O)Nc1ccc(OC)c(OC)c1
    1	-1	0.5	0.4	-4	25	-3	-1	29
#40 O=C(O)c1ccc(-n2c(=O)c3ccccc3c3ccccc3c2=O)cc1
    -1	6	-1.8	-2.8	8	9	-6	2	13
#41 Cn1c(=O)c2sccc2n2c(CCCC(=O)Nc3ccc(Oc4ccccc4)cc3)nnc12
    -5	-9	-0.2	0.3	-1	5	.	0	0
#42 O=C(Cc1ccccc1)N/N=C/C=C/c1cccc([N+](=O)[O-])c1
    -2	-4	0.8	0.0	9	3	-5	1	-4
#43 CCc1cccc(CC)c1NC(=O)C1SC(=Nc2ccccc2C)C(c2nc3ccccc3s2)=C1N (stereo not drawn)
    -2	-5	-1.5	-0.7	0	5	-10	3	7
#44 COC(=O)/C=C1/SC(=Nc2ccc(Cl)c(Cl)c2)NC1=O
    -2	-1	0.2	-1.4	4	-2	11	9	0
#45 O=C(CN1C(=O)C2CC=C(Cl)CC2C1=O)N1CCOCC1 (stereo not drawn)
    -2	-3	-2.9	-0.4	3	-3	-3	2	-4
#46 COc1ccc(N2CCN(c3ccc(S(=O)(=O)N(C(C)C)C(C)C)cn3)CC2)cc1
    3	1	0.5	-0.1	-5	-3	0	9	-3
#47 CCc1cc2c(SCC(=O)NCC3CCCO3)ncnc2s1 (stereo not drawn)
    -9	-7	0.5	-0.4	2	9	-14	-1	6
#48 O=C(Nc1ccc2c(c1)OCO2)C1CCN(S(=O)(=O)c2ccc3c(c2)OCCO3)CC1
    -6	-10	0.3	-0.2	-5	-15	-3	3	-12
#49 CC1(C)SC2c3ccccc3C(=O)N2[C@@H]1C(=O)NC1CC1 (stereo partly drawn)
    2	15	0.4	0.9	-4	13	-32	1	-5
#50 COC(OC)C(C)NC(=O)NC(=O)c1ccccc1Cl (stereo not drawn)
    0	-3	1.0	0.1	4	0	9	1	-1
#51 Cc1nc2sc(C(=O)c3ccccc3)c(N)c2c2c1CCCC2
    -7	0	-0.7	0.7	1	-1	24	2	-6
#52 CCCCOc1ccc(C(=O)N(Cc2ccc(C(C)C)cc2)C2CCS(=O)(=O)C2)cc1 (stereo not drawn)
    1	8	.	2.1	-4	?	.	4	11
#53 Cc1nnc2sc(-c3ccc(NC(=O)CSc4ccc(Cl)cc4)cc3)nn12
    -4	-2	-0.1	-0.1	23	-5	-5	-2	-9
#54 CC12CCC(C(=O)Nc3cc(Cl)ccc3Cl)(C(Br)C1=O)C2(C)C (stereo not drawn)
    2	7	-0.1	-0.9	9	1	3	5	13

Bioassay records from PubChem BioAssay.

An unsorted share of the library; overall some 7.3% were active at least once.
